SRC2 inh – inhibits human steroid receptor coactivator 2. Q15596. inhibition, % at 9 µM. HEK293 GAL4-SRC2 luciferase reporter, luminescence. AID 651957. 370,000 tested, 0.17% active;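 active = inhibition above the mean inhibition of all tested compounds plus 3 SD, set per campaign, cut at about 52% in these data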;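 note: 0% = DMSO treated cells and 100% = cells given Gossypol at 36 µM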
TROY NFkB inh – TROY signaling inhibition | Q293 LMP1-TROYcd NF-kB luciferase reporter, 4 h | inhibition, % at 10 µM | 360,000 tested, 0.98% active;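 active = compounds whose plate-normalised and pattern-corrected inhibition of the luciferase reporter signal at the single screening dose is 50% or more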
EBV LMP1 NFkB – reduces LMP1-driven NF-kappaB luciferase signal; LMP1-induced NF-kappaB luciferase reporter cells, luminescence; inhibition, % at 12.5 µM; 350,000 tested, 0.69% active; AID 504558; in the data active = inhibition above about 41%; inconclusive = no clear call, values can overlap the other calls;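 note: 0% = neutral control wells and 100% = reference inhibitor control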
TLR9-MyD88 block – TLR9-MyD88 interaction inhibition | Q9NR96+Q99836 | inhibition, % at 4.98 µM | AID 504734 | 340,000 tested, 0.21% active | CHO BLA complementation TLR9-MyD88, CCF4 FRET ratio;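 active = inhibition above the mean over all tested compounds plus 3 SD, cut at about 21% in these data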;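 note: 0% = DMSO only wells and 100% = clavulanate BLA inhibitor control wells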
TRAIL sens C8 – sensitizes caspase-8 expressing cells to TRAIL. NB7+C8 cells + TRAIL, ATPlite viability luminescence. 360,000 tested, 1% active. inhibition (viability loss, TRAIL sensitization), % at 10 µM;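 active = compounds causing at least 50% loss of cell viability in the single-dose screen, relative to plate controls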
NR2F2 inh – NR2F2 (human) inhibition, primary screen; P24468; HEK293T NGFI-A luciferase reporter, luminescence; inhibition, % at 8.6 µM; 370,000 tested, 0.7% active; AID 686940;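 active = inhibition above a per-plate cutoff, mean inhibition of test wells between control levels plus 3 SD, cut at about 38% in these data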;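 note: cells cotransfected with COUP-TFII expression vector driving the NGFI-A reporter; 0% = median of COUP-TF2 test wells and 100% = reporter-only cells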
NR5A2 inv ag – suppresses constitutive activity of human LRH-1; O00482; HEK293T StAR-luciferase reporter, LRH-1 transfected, 24 h; inhibition, % at 3.6 µM; 360,000 tested, 0.13% active;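 active = inhibition above the mean inhibition of all tested compounds plus 3 SD, cut at about 73% in these data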;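 note: 0% = DMSO wells and 100% = reporter-only cells lacking LRH-1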
Target sequence (O00482 whole entry, looked up): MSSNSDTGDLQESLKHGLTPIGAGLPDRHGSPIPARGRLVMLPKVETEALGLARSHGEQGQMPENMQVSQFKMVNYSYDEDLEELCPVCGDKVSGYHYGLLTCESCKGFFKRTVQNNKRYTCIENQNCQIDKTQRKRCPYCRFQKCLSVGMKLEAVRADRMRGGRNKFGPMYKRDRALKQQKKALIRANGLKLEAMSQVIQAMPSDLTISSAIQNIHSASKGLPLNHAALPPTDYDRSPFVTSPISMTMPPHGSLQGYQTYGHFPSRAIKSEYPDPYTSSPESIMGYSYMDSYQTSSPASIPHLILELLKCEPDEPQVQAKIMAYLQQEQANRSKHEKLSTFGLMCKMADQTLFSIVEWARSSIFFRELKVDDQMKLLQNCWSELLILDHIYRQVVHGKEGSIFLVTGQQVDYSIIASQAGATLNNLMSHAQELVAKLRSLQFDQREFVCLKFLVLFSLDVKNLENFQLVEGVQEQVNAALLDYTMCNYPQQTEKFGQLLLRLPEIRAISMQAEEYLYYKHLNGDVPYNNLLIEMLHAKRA
Vif inh – HIV Vif inhibition; HEK293T cells, Vif self-association by quenched fluorescence, imaging, 24 h; inhibition, % at 7.49 µM; 340,000 tested, 0.35% active; AID 602346; in the data active = inhibition above about 50%, passing the limit was not always enough; inconclusive = no clear call, values can overlap the other calls; inactive = below about 31%; note: some results filed as inactive read as strong as hits
NCOA3 inh – inhibitors of human steroid receptor coactivator 3 (SRC3); HEK293 GAL4-SRC3 luciferase reporter, luminescence; inhibition, % at 3.6 µM; 360,000 tested, 0.17% active; AID 588352;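 active = inhibition above a per-campaign cutoff, the mean of all compounds plus 3 SD, cut at about 60% in these data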;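 note: 0% = DMSO-treated cells and 100% = gossypol-treated cells at 36 µM; higher means less SRC3-driven luciferase light from the GAL4 reporter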
NCOA1 inh – inhibitors of human steroid receptor coactivator 1 (SRC1); Q15788; HEK293 GAL4-SRC1 luciferase reporter, luminescence; inhibition, % at 3.6 µM; 360,000 tested, 0.12% active;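 active = inhibition above the campaign mean plus 3 SD, with each screening campaign given its own cutoff, cut at about 60% in these data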;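 note: 0% = DMSO treated cells and 100% = gossypol at 36 µM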
NOD2-RIPK2 inh – NOD2-RIPK2 protein interaction inhibition; O43353; CHO BLA complementation NOD2-RIPK2, CCF4 ratio; inhibition, % at 4.98 µM; 360,000 tested, 0.38% active; AID 624267; in the data active = inhibition above about 21%;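 note: 0% = vehicle only and 100% = reference blocker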
Target sequence (O43353 whole entry, looked up): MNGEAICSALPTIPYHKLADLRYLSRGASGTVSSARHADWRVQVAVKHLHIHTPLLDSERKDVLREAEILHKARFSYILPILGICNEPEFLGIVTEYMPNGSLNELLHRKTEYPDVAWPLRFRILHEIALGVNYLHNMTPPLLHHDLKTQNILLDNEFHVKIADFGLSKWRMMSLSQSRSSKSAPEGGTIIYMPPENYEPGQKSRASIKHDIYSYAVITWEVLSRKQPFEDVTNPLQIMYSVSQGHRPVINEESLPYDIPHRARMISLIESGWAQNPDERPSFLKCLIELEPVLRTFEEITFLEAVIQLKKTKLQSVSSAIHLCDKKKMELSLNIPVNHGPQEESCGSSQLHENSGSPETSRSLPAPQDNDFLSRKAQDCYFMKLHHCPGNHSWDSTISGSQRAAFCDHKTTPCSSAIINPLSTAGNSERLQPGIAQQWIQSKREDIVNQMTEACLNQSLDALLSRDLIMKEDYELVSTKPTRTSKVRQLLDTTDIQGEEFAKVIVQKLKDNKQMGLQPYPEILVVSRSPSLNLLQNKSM
An asterisk follows results filed as active; ? = inconclusive; nt = no result given; & = joins results of further samples. An excerpt; count on the stated rates, not on these rows.

SMILES	SRC2 inh	TROY NFkB inh	EBV LMP1 NFkB	TLR9-MyD88 block	TRAIL sens C8	NR2F2 inh	NR5A2 inv ag	Vif inh	NCOA3 inh	NCOA1 inh	NOD2-RIPK2 inh
CC(=O)Nc1cc(-c2ccc(N(C)C)cc2)cn2c(-c3ccc(F)cc3)cnc12	-18	-29	nt	nt	-9	-11	-19	nt	-16	-16	8
C/C=C/c1ccc(OC(C)=O)c(OC)c1	-12	2	-8	4	5	5	10	-6	-5	1	2
Cc1ccc(C)c(-n2nnnc2SCC(=O)NNC(=O)c2ccco2)c1	-3	12	0	-2	-5	-2	3	1	17	-9	-5
N#CC1=C(S)N(c2ccc(F)cc2)C(c2cccs2)NC1=O (stereo unspecified)	5	-19	-5	1	-15	-16	-10	20	4	-23	-1
COc1ccc(CNC(=O)Cn2nnc3ccccc3c2=O)cc1	-58	-22	-11	-6	-5	-17	-9	-2	-8	-14	0
O=C(CCc1nc2sc3c(c2c(=O)[nH]1)CCCC3)Nc1cccc(Cl)c1	-15	-6	-2	4	8	-7	-4	7	-10	-6	6
CC(C)(C)n1nnnc1C(c1ccccc1)N1CCCN(Cc2ccc(F)cc2)CC1 (stereo unspecified)	20	-4	nt	nt	17	14	18	nt	nt	nt	3
COC(=O)C1=CN(c2ccc(F)cc2)C=C(C(=O)OC)C1c1ccc(O)cc1	10	-4	6	-8	-6	-4	18	0	-6	13	-12
COc1ccc(/C=c2\s/c(=C/C(=O)c3ccc(C)cc3)[nH]c2=O)c(OC)c1	2	-2	2	-3	-3	14	-2	97*	7	-12	-2
Cc1cc(CSc2ccccc2)ccc1NC(=O)COc1ccccc1C	-20	-5	-9	5	-5	6	-56	-13	10	16	-13
CC1CCN(CCCNC(=O)c2ccc(N3CCCC3=O)cc2)CC1	-2	-8	-12	1	-3	-18	-7	-2	-2	-8	3
COc1ccccc1CNc1ncnc2sccc12	25	1	10	-10	30	62*	31	-6	23	17	2

Three entries from above, arranged by SMILES length, high to low:
SMILES	SRC2 inh	TROY NFkB inh	EBV LMP1 NFkB	TLR9-MyD88 block	TRAIL sens C8	NR2F2 inh	NR5A2 inv ag	Vif inh	NCOA3 inh	NCOA1 inh	NOD2-RIPK2 inh
CC(=O)Nc1cc(-c2ccc(N(C)C)cc2)cn2c(-c3ccc(F)cc3)cnc12	-18	-29	nt	nt	-9	-11	-19	nt	-16	-16	8
CC1CCN(CCCNC(=O)c2ccc(N3CCCC3=O)cc2)CC1	-2	-8	-12	1	-3	-18	-7	-2	-2	-8	3
C/C=C/c1ccc(OC(C)=O)c(OC)c1	-12	2	-8	4	5	5	10	-6	-5	1	2

Later entries:
SMILES	SRC2 inh	TROY NFkB inh	EBV LMP1 NFkB	TLR9-MyD88 block	TRAIL sens C8	NR2F2 inh	NR5A2 inv ag	Vif inh	NCOA3 inh	NCOA1 inh	NOD2-RIPK2 inh
CCCn1nnnc1SCC(=O)Nc1ccc(F)cc1	-31	-19	5	3	1	-3	-8	4	12	10	-1
O=C1NC(CCc2ccccc2)C(=O)N1Cc1ccc(Br)cc1 (stereo unspecified)	16	-28	-1	2	-7	-4	10	0	10	7	6
CCOC(=O)COc1ccc(S(=O)(=O)NCC2CCCO2)cc1 (stereo unspecified)	-23	9	2	-12	-2	-4	-8	3	8	-8	-1
COc1cc(Cn2c(-c3nonc3N)nc3ccccc32)ccc1C	21	15	2	1	5	3	4	nt	-24	9	0
Cc1cc(C(=O)N2CCN(C(=O)C3CCCO3)CC2)no1 (stereo unspecified)	-2	3	-7	11	0	-12	8	nt	-9	-10	-6
O=C(C[n+]1cc(-c2ccc(Cl)c(Cl)c2)n2c1CCC2)N1c2ccccc2Sc2ccccc21	-1	13	0	-5	31	2	-23	-4	13	6	-3
COc1ccc(OCC(=O)N(Cc2ccco2)C2CCS(=O)(=O)C2)cc1 (stereo unspecified)	13	-5	nt	nt	-18	-10	13	-3	12	9	-1
CCOc1ccccc1Nc1nc(N2CCCC2)nc(N2CCOCC2)n1	5	-10	-5	-13	11	4	-20	-5	7	5	5
CC[C@]12c3[nH]c4cc(CCC(=O)N(C)C)ccc4c3CCN1C(=O)[C@@H](CC(=O)NCCCN(C)C)C[C@@H]2C(=O)N1CCN(C(=O)c2ccco2)CC1	-16	2	1	2	-1	-8	10	11	5	7	-22
O=C(CCCn1cncn1)N1CCCC(N2CCN(c3ccccc3F)CC2)C1 (stereo unspecified)	-31	-12	-5	8	-16	-12	0	2	2	-6	-1
C=CCOc1ccc(C[C@H](N)C(=O)NC[C@H]2O[C@@H](n3cnc4c(N)ncnc43)[C@H](O)[C@@H]2O)cc1	nt	-7	-1	0	3	nt	-9	nt	-18	-12	0
NC(=O)CSc1nnc(-c2cc(-c3ccc(Cl)cc3)nc3ccccc23)o1	7	-14	1	5	10	19	-12	0	10	-7	-2
Cc1cc(C)cc(-n2c(N)c(C(=O)Nc3c(C)n(C)n(-c4ccccc4)c3=O)c3nc4ccccc4nc32)c1	-4	27	-54	-8	25	20	8	2	-1	4	-11
COc1cccc(C(=O)Nc2ccc(NC(C)=O)cc2)c1	-29	-14	-3	-5	4	-17	-33	-12	-15	-18	-12
CC1=C(C(=O)N(C(C)C)C(C)C)CC(CC(=O)NCc2cccc3ccccc23)C(=O)N1Cc1ccccc1 (stereo unspecified)	1	5	nt	nt	1	2	3	nt	10	-6	10
O=C(Nc1ccc(C(=O)O)cc1)/C(=C\c1ccc2c(c1)OCO2)NC(=O)c1ccccc1	6	-18	-4	-4	-4	16	10	-9	10	-38	-12
CSc1nc2ccccc2cc1/C=C(\C#N)c1ccccc1	-32	9	1	1	0	1	21	47	10	-15	-6
COCCN=c1scc(C)n1/N=C/C1CC2C=CC1C2 (stereo unspecified)	7	8	1	-2	3	4	9	0	-1	1	-6
CCC(Cc1ccccc1)NC(=O)c1ccc2nc(N3CCOCC3)sc2c1 (stereo unspecified)	11	0	-7	-2	-4	9	-4	nt	-5	-1	3
Cc1ccc(NC(=O)O/N=C/c2ccc(N(C)C)cc2)cc1	-45	16	-12	-3	7	-19	-9	-5	-21	-3	-18
Brc1ccc(-c2nc(-c3ccncc3)no2)o1	-26	-70	-12	4	8	-22	-53	6	-58	-34	-8
CN=Cc1cc(-c2ccccc2)sc1O	-29	-72	-16	4	7	-15	-69	0	-45	-57	-3
CCCS(=O)(=O)N1CCc2ccc(NC(=O)c3ccccc3Cl)cc2C1	-14	-4	4	-8	11	-7	4	-4	4	-1	2
Cc1ccc(NC(=O)N2CCCC2C(=O)Nc2ccc3c(c2)OCO3)cc1 (stereo unspecified)	-16	-6	-6	-7	19	6	-2	3	6	-9	2
C/C(=N/OC(=O)c1ccccc1Br)c1ccc(C)cc1	-34	-85	-29	-8	22	-11	-35	-2	-35	-6	-3
CC(C)[C@H](NS(=O)(=O)c1cccc(C(F)(F)F)c1)C(=O)OCC(=O)NC(=O)NCc1ccco1	7	-3	5	-1	3	6	-9	-11	12	3	7
CCOC(=O)c1cc2cc(OC)ccc2[nH]1	-67	-18	-5	-13	5	-21	-93	-3	-49	-77	-6
CCc1c(C)[nH]c2ccc(OC)cc2c1=S	17	11	-21	4	-2	5	-11	-1	11	-24	-4
CCSc1n[nH]c(=S)s1	3	6	11	-3	1	-1	16	-4	5	2	-2
Clc1cccc(CN2CCN(c3ncccn3)CC2)c1Cl	22	9	9	0	6	12	5	-10	-10	-56	-5
Cc1cc(C(=O)Nc2sc3c(c2C#N)CCCCC3)cs1	nt	-53	-73	0	28	nt	-184	-3	-63	-95	-18
COc1ccc(-c2cn(-c3ccc(C)cc3)c(=O)n2CC(=O)Nc2ccc(OC)cc2OC)cc1	-52	-42	2	0	9	-20	-33	10	-48	-51	4
COc1cc(OC)cc(-c2cc3nc(C)c(CCC(=O)NC(C)CCc4ccco4)c(C)n3n2)c1 (stereo unspecified)	32	1	10	-6	-7	26	-3	-16	12	-2	-12
COc1ccc(OC)c(C2N(c3ccccn3)C(=O)C3CCCN32)c1 (stereo unspecified)	4	5	2	3	-6	-10	-2	8	-11	-5	-9
Cc1ccc(NS(=O)(=O)c2cccc(C(=O)N3CCCCC3)c2)cc1	-29	-6	-6	0	4	-1	-14	-2	-9	-6	-2
COc1ccc(C(=O)NCCCC2CCCC2)cc1OC1CCN(C(C)C)CC1	8	-35	-2	-12	14	-17	-14	nt	-33	-19	10
C/C(CC(=O)Nc1ccccc1Br)=N\NC(=O)C(=O)N1CCCC1	-19	-12	1	-4	-7	5	10	-1	-5	-3	-4
COc1ccnc(Oc2ccccc2)c1C(=O)N/C=N/OCc1ccc(F)cc1Cl	-14	2	1	-1	-3	-15	10	3	9	8	-11
Cc1onc(-c2ccccc2Cl)c1C(=O)NC(=S)Nc1ccc(C(C)C)cc1	-26	-23	-13	12	14	-17	11	-2	2	-11	-10
COc1ccc(OC)c(-c2csc(NC(=O)CSc3ccc(Br)cc3)n2)c1	2	-1	9	1	-4	1	12	-3	2	14	-3
C=CCn1c(SCCCC)nc(O)cc1=O	-24&-29	9&4	-3&-11	-3&2	-24&-3	-9&1	-4&-14	5&3	-5&1	-5&-28	-2&-9
O=C(NCc1ccc(Cl)cc1)C1=Cc2cc(Cl)ccc2OC1	-17	28	2	-6	6	-6	-25	-16	11	-1	3
CC(OC(=O)c1cccc(S(=O)(=O)N(C)C)c1)C(=O)NCc1ccc2c(c1)OCO2 (stereo unspecified)	-14	-13	6	5	0	6	6	3	-3	-12	4
Cc1ccc(S(=O)(=O)N2CCN(C(=O)CN3CCOCC3)C2C(C)C)cc1 (stereo unspecified)	-12	6	-1	5	3	2	-11	7	-1	10	-17
CSc1ccccc1C(=O)Nc1cccc([N+](=O)[O-])c1C	7	2	-8	4	1	-4	0	0	10	22	-3
CN(C(=O)COC(=O)c1cc([N+](=O)[O-])ccc1N1CCOCC1)C1CCCCC1	8	6	21	-5	-10	-14	7	9	-22	-10	-7
CN(CC(=O)N1CCc2ccccc21)S(=O)(=O)c1ccc(Cl)cc1	5	-23	-11	-5	-1	12	-2	nt	-1	-3	4
CCN(CC)S(=O)(=O)c1ccc(NC(=O)Cn2c(=O)oc3ccccc32)cc1	-25	-1	4	-3	9	-17	5	3	-24	-8	-14
FC(F)(F)c1ccccc1/C=N/n1c(COc2ccccc2)n[nH]c1=S	-4	-15	-10	1	3	10	9	2	0	5	0
Fc1ccc(-c2nc3ccc(Br)cn3c2Cc2cccc(Cl)c2)cc1	-23	5	nt	nt	13	9	-13	nt	-3	-9	11
COc1ccc(-c2cc(C(=O)Nc3sc4c(c3C#N)CCCC4)c3ccccc3n2)cc1	0	-12	9	6	6	-5	-7	-12	12	4	9
O=C(Oc1cccc(C(=S)N2CCOCC2)c1)c1ccc([N+](=O)[O-])cc1[N+](=O)[O-]	-12	28	-7	-7	4	-4	27	6	-10	9	0
Cc1cc(NC(=O)Cc2cccs2)nn1CC(=O)NCc1ccco1	-11	7	4	2	-5	1	-7	3	-1	-5	-6
CN(C(=O)c1cc2c(s1)-c1ccccc1S(=O)(=O)C2)c1ccccc1F	9	-28	-11	-17	19	-7	-15	-6	-15	-23	-9
CCOc1ccc(S(=O)(=O)N2CCC(C(=O)NCc3ccncc3)CC2)cc1C	19	-20	-5	-4	0	3	-7	?	4	7	-11
